FID counter: counter-screen for HCV NS3 helicase inhibitors: DNA intercalator displacement; DNA fluorescent intercalator displacement, fluorescence; inhibition, % at 7.9 µM; 290,000 compounds, 0.17% hits; in the data active = inhibition above about 37%;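 note: 0% = vehicle and 100% = reference compound; higher means more ethidium bromide displaced from hairpin DNA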
IDE act: activators of human insulin-degrading enzyme in cells; P14735; HEK cells, FAbeta-B cleavage, fluorescence polarization; 0% vehicle, 100% cell-free pure enzyme wells; activation, % at 5.96 µM; 340,000 compounds, 0.073% hits; AID 493087;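 active = activation above the mean of all tested compounds plus 3 SD, set per screening campaign, cut at about 17% in these data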
Target sequence (P14735 whole entry, looked up): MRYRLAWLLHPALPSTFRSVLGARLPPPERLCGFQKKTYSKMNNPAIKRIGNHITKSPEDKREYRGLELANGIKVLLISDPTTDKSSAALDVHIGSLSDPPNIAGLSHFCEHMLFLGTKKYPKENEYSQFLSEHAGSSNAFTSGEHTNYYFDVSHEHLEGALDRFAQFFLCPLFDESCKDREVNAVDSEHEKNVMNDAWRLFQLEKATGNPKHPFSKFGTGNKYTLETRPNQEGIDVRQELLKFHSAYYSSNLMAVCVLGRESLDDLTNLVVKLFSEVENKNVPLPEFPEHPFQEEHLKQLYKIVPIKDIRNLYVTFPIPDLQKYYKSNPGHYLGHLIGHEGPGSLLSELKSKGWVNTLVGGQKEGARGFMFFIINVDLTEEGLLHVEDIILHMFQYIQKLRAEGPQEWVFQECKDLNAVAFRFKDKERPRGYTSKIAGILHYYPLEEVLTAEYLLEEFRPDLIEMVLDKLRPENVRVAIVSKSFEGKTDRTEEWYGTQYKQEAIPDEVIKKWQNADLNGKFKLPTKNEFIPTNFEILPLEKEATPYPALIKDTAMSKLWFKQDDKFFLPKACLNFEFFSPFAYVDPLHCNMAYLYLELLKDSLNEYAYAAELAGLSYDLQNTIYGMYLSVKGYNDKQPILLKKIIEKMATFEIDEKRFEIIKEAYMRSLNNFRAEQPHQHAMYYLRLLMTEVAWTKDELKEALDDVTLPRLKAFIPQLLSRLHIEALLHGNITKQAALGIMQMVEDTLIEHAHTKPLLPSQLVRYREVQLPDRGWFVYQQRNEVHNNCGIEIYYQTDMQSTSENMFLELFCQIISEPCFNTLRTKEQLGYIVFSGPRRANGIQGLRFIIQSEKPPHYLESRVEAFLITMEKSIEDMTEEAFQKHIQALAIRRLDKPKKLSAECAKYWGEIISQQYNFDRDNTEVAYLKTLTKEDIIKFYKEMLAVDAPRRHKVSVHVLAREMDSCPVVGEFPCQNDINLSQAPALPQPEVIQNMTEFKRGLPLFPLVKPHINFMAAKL
VIM-2 inhibitor: inhibitors of Pseudomonas aeruginosa VIM-2 metallo-beta-lactamase; purified VIM-2, nitrocefin hydrolysis, epi-absorbance fluorescence; inhibition, % at 5.6 µM; 290,000 compounds, 0.89% hits; AID 1527;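 active = inhibition above the mean of all tested compounds plus 3 SD, cutoff set per screening run, cut at about 7.5% in these data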;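 note: red hydrolysis product quenches plate fluorescence so inhibitors raise well fluorescence; 0% = enzyme with DMSO and 100% = DMSO without enzyme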
UBC9 SUMO inh: blocks human SUMOylation mediated by UBC9; P63279; HTRF SUMOylation assay, SAE1/SAE2 + UBC9, in vitro; inhibition, % at 35 µM; 290,000 compounds, 0.36% hits; in the data active = inhibition above about 50%, passing the limit was not always enough; note: strong numbers were not always called active
M18AAP inhibitor: PfM18AAP enzyme inhibition | recombinant PfM18AAP, H-Glu-NHMec fluorogenic cleavage | inhibition, % at 7.35 µM | 290,000 compounds, 1.2% hits | AID 1822;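 active = inhibition above the campaign mean inhibition over all tested compounds plus 3 SD, cut at about 28% in these data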;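 note: 0% = plate median of test compound wells and 100% = 2 mM ZnCl2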
IDE inh: inhibits human insulin-degrading enzyme in HEK cells; P14735; FAbetaB cleavage, fluorescence polarization; inhibition, % at 5.59 µM; 320,000 compounds, 0.41% hits;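 active = percent inhibition above the average of all tested compounds plus 3 SD, set per screening campaign, cut at about 16% in these data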;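 note: IDE supplied by intact live HEK cells; FP after avidin binding of uncleaved biotin substrate so inhibition keeps polarization high; 0% = DMSO wells and 100% = 60 µM reference IDE inhibitor Ii1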
pCIP destab: lowers stability of the mouse p/CIP coactivator protein | F442A p/CIP-EGFP cells, EGFP fluorescence, 16 h | decrease of EGFP signal, % at 10 µM | 290,000 compounds, 0.01% hits;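 active = EGFP signal decrease of at least 30% at 10 µM or well 3 SD below plate mean, unless failing retest; inactive = the rest, including hits failing retest or dose response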; note: some compounds called inactive have numbers as strong as hits; many of its hits are not listed in these tables
HCV NS3 hel inh: HCV NS3 helicase inhibition | NS3 helicase DNA unwinding, Cy5 molecular beacon fluorescence | inhibition, % at 10.9 µM | 290,000 compounds, 0.56% hits | AID 1800;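 active = inhibition above the mean of all tested compounds plus 3 SD, set per campaign, cut at about 35% in these data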;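 note: 0% = DMSO wells and 100% = thioflavine S control wells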
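System: NS3 helicase fragment of HCV / Schedule: 1 h at 25 °C / Control set: DMSO alone as 0% and 110 µM thioflavine S as 100% / Reagent: Cy5/quencher beacon DNA duplex and ATP to start / Technique: Cy5 fluorescence / Replication: singlicate / Evaluation: % inhibition of end-to-start signal ratio versus controls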
IMP-1 inh: inhibitors of Pseudomonas aeruginosa IMP-1 metallo-beta-lactamase; purified IMP-1, nitrocefin hydrolysis, epi-absorbance fluorescence; inhibition, % at 5.6 µM; 290,000 compounds, 0.45% hits;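 active = inhibition above the mean plus 3 SD of all compounds in the same screening run, cut at about 4.5% in these data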;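 note: 0% = IMP-1 with DMSO and 100% = DMSO wells lacking enzyme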
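Assay system: purified IMP-1; Quantity: IMP-1 0.2 nM before substrate addition; Medium: HEPES buffer pH 7.1 with ZnSO4 and Brij 35; Incubation: 15 min enzyme–compound preincubation, then 25 min nitrocefin reaction, 25 °C; Signal: fluorescence quenching readout, ex 480/em 530 nm; Controls: DMSO with and without IMP-1; Repeats: singlicate testing.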
Numbers without * were called inactive. Not a hit list; any-hit rate near 3.6%.

`CCCCOc1ccc(C2NC(=O)NC(C)=C2C(C)=O)cc1OCC` (configuration not stated) gave FID counter -20, IDE act 2, VIM-2 inhibitor -1.4, UBC9 SUMO inh 18, M18AAP inhibitor 2, IDE inh 4, pCIP destab 1, HCV NS3 hel inh -8 and IMP-1 inh -0.8.
O=C(O)c1ccc(-c2ccc(/C=C3\NC(=O)N(Cc4ccc(Cl)cc4)C3=O)o2)cc1Cl was read as FID counter -21, IDE act -2, VIM-2 inhibitor -0.4, UBC9 SUMO inh 22, M18AAP inhibitor -9, pCIP destab -26, HCV NS3 hel inh 6 and IMP-1 inh -4.6.
For CC(Oc1ccc(Cl)cc1)C(=O)N/N=C/c1ccsc1 (configuration not stated) the results were FID counter -4, IDE act 2, VIM-2 inhibitor -6.7, UBC9 SUMO inh 3, M18AAP inhibitor 4, IDE inh 0, pCIP destab -17, HCV NS3 hel inh 3 and IMP-1 inh -2.5.
`COCCOc1cc2ncnc(N3CCC(C(=O)O)CC3)c2cc1OCCOC` gave FID counter -10, IDE act 5, VIM-2 inhibitor 0.9, UBC9 SUMO inh 13, M18AAP inhibitor -3, IDE inh -3, pCIP destab 2, HCV NS3 hel inh 8 and IMP-1 inh -1.4.
`NCCCC[C@H]1CNC(=S)N1CCCCC1CCCCC1` gave FID counter 7, IDE act -3, VIM-2 inhibitor -1.1, UBC9 SUMO inh 0, M18AAP inhibitor 0, IDE inh -2, pCIP destab -4, HCV NS3 hel inh -40 and IMP-1 inh -1.3.
C=CCNC(=O)c1cnn(-c2ccccc2)c1-c1ccccc1 was read as FID counter -24, IDE act -2, VIM-2 inhibitor -3.7, UBC9 SUMO inh -4, M18AAP inhibitor 7, IDE inh -1, pCIP destab -4, HCV NS3 hel inh 0 and IMP-1 inh -3.5.
Screening CCOC(=O)N1CCN(C(=O)c2ccc(Cn3c(=S)[nH]c4ccc(Br)cc4c3=O)cc2)CC1 returned FID counter -13, IDE act 1, VIM-2 inhibitor -4.4, UBC9 SUMO inh -5, M18AAP inhibitor 1, IDE inh 0, pCIP destab -12, HCV NS3 hel inh -5 and IMP-1 inh -4.5.
NC(=O)CC(NC(=O)c1cccc(Br)c1)c1ccc(NC2CCCCCCCCCCC2)c([N+](=O)[O-])c1 (configuration not stated) was read as FID counter 2, IDE act -4, VIM-2 inhibitor 1.6, UBC9 SUMO inh -22, M18AAP inhibitor -6, IDE inh -2, pCIP destab 14, HCV NS3 hel inh -9 and IMP-1 inh 0.1.
For Cc1cccnc1NC(=O)CCCc1c[nH]c2ccccc12 the results were FID counter -13, IDE act -2, VIM-2 inhibitor 0.7, UBC9 SUMO inh 13, M18AAP inhibitor -9, IDE inh -5, pCIP destab 3, HCV NS3 hel inh 4 and IMP-1 inh 3.7.
`CC(=O)Oc1ccc(/C=N/NC(=O)c2ccc(N(C)S(=O)(=O)c3ccccc3)cc2)cc1` gave FID counter -42, IDE act 0, VIM-2 inhibitor -3.6, UBC9 SUMO inh -12, M18AAP inhibitor 1, IDE inh 6, pCIP destab -17, HCV NS3 hel inh 23 and IMP-1 inh -4.0.
Screening C[n+]1cccc2cccc([O-])c21 returned FID counter -1, IDE act 2, VIM-2 inhibitor -2.2, UBC9 SUMO inh 98, M18AAP inhibitor 11, pCIP destab 0, HCV NS3 hel inh 0 and IMP-1 inh -2.0.
O=C(O)C1CC(O)CN1c1nc(Cl)ccc1[N+](=O)[O-] (configuration not stated) was read as FID counter -1, IDE act 8, VIM-2 inhibitor -0.4, UBC9 SUMO inh 21, M18AAP inhibitor 10, IDE inh 0, pCIP destab -6, HCV NS3 hel inh -5 and IMP-1 inh -1.6.
N=c1c(C(=O)NCC2CCCO2)cc2c(=O)n3ccccc3nc2n1Cc1ccccc1 (configuration not stated) was read as FID counter 10, IDE act -4, VIM-2 inhibitor 7.3, UBC9 SUMO inh 17, M18AAP inhibitor -2, IDE inh 0, pCIP destab 4, HCV NS3 hel inh 8 and IMP-1 inh -1.7.
COC(=O)CN1C(=O)[C@H]2[C@@H](/C=C/c3ccccc3)N3C(=O)CN(Cc4ccccc4)C(=O)[C@@]3(Cc3ccccc3)[C@H]2C1=O was read as FID counter -27, IDE act 1, VIM-2 inhibitor -1.8, UBC9 SUMO inh 16, M18AAP inhibitor 4, IDE inh 2, pCIP destab -5, HCV NS3 hel inh 1 and IMP-1 inh -0.7.
NS(=O)(=O)c1cnccc1Nc1ccc(Cl)c(Cl)c1 was read as FID counter -2, IDE act -3, VIM-2 inhibitor -1.1, UBC9 SUMO inh 5, M18AAP inhibitor -8, IDE inh 0, pCIP destab 4, HCV NS3 hel inh 3 and IMP-1 inh -0.6.

Structures listed so far containing bromine:
Screening CCOC(=O)N1CCN(C(=O)c2ccc(Cn3c(=S)[nH]c4ccc(Br)cc4c3=O)cc2)CC1 returned FID counter -13, IDE act 1, VIM-2 inhibitor -4.4, UBC9 SUMO inh -5, M18AAP inhibitor 1, IDE inh 0, pCIP destab -12, HCV NS3 hel inh -5 and IMP-1 inh -4.5.
NC(=O)CC(NC(=O)c1cccc(Br)c1)c1ccc(NC2CCCCCCCCCCC2)c([N+](=O)[O-])c1 (configuration not stated) was read as FID counter 2, IDE act -4, VIM-2 inhibitor 1.6, UBC9 SUMO inh -22, M18AAP inhibitor -6, IDE inh -2, pCIP destab 14, HCV NS3 hel inh -9 and IMP-1 inh 0.1.

Further structures follow:
For CCOC(=O)N1CCN(C(=O)c2cn(C)c3ccc(S(=O)(=O)N4CCOCC4)cc3c2=O)CC1 the results were FID counter -14, IDE act 5, VIM-2 inhibitor -0.1, UBC9 SUMO inh 0, M18AAP inhibitor -4, IDE inh 0, pCIP destab -2, HCV NS3 hel inh -12 and IMP-1 inh -0.1.
For CCCCn1c(=O)n(C)c(=O)c2c(C(F)(F)F)cc(-c3ccncc3)nc21 the results were FID counter -7, IDE act 4, VIM-2 inhibitor -0.8, UBC9 SUMO inh 15, M18AAP inhibitor -3, IDE inh 2, pCIP destab -18, HCV NS3 hel inh 2 and IMP-1 inh -4.1.
For Cc1nn(-c2ccc(F)cc2)c(Cl)c1/C=C1\C(=O)Nc2ccccc21 the results were FID counter -6, IDE act -3, VIM-2 inhibitor -5.0, UBC9 SUMO inh -6, M18AAP inhibitor 2, IDE inh -1, pCIP destab -12, HCV NS3 hel inh 0 and IMP-1 inh -3.3.
`COc1ccccc1CCNC(=O)C(=O)c1cn(CC(=O)N2CCOCC2)c2ccccc12` gave FID counter -43, IDE act -5, VIM-2 inhibitor 0.2, UBC9 SUMO inh -11, M18AAP inhibitor -7, IDE inh -4, pCIP destab -13, HCV NS3 hel inh 7 and IMP-1 inh -0.8.
CC1Sc2ccc(S(=O)(=O)N3CCN(c4ccccc4)CC3)cc2NC1=O (configuration not stated) was read as FID counter -27, IDE act -1, VIM-2 inhibitor 1.8, UBC9 SUMO inh 5, M18AAP inhibitor 5, IDE inh -5, pCIP destab -15, HCV NS3 hel inh 14 and IMP-1 inh 0.6.
Screening COc1ccc(C2C3=C(CC(C)(C)CC3=O)N(C)C3=C2C(=O)CC(C)(C)C3)cc1 returned FID counter -21, IDE act 1, VIM-2 inhibitor -1.6, UBC9 SUMO inh 13, M18AAP inhibitor 5, IDE inh 2, pCIP destab 5, HCV NS3 hel inh 4 and IMP-1 inh -3.0.
Screening O=C(NCCN1CCCCC1)c1cc(OCC(F)(F)F)ccc1OCC(F)(F)F returned FID counter 8, IDE act -3, VIM-2 inhibitor 1.4, UBC9 SUMO inh 9, M18AAP inhibitor 1, IDE inh 1, pCIP destab 1, HCV NS3 hel inh 2 and IMP-1 inh -2.7.
`Cc1cc(=O)[nH]c(N/N=C/c2ccc(F)cc2)n1` gave FID counter -16, IDE act 0, VIM-2 inhibitor -5.2, UBC9 SUMO inh 3, M18AAP inhibitor 9, pCIP destab 1, HCV NS3 hel inh 4 and IMP-1 inh -2.7.
Screening Cc1ccc(NC(=S)N2CCCC(c3nc4ccccc4[nH]3)C2)cc1 (configuration not stated) returned FID counter 3, IDE act 0, VIM-2 inhibitor -0.5, UBC9 SUMO inh -6, M18AAP inhibitor 2, IDE inh 2, pCIP destab 3, HCV NS3 hel inh 4 and IMP-1 inh -0.5.
Cn1c(=NC(=O)C(C)(C)C)sc2cccc(F)c21 was read as FID counter -2, IDE act 0, VIM-2 inhibitor -3.0, UBC9 SUMO inh 10, M18AAP inhibitor -4, IDE inh 0, pCIP destab 4, HCV NS3 hel inh 11 and IMP-1 inh -2.0.
For NC(CO)C12CC3CC(CC(C3)C1)C2 (configuration not stated) the results were FID counter 1, IDE act 9, VIM-2 inhibitor -1.9, UBC9 SUMO inh 15, M18AAP inhibitor -4, IDE inh 5, pCIP destab 0, HCV NS3 hel inh -7 and IMP-1 inh -2.2.
For CSc1sc(C(=O)NC(=O)NCc2cccnc2)c(C)c1-c1ccon1 the results were FID counter -24, IDE act 2, VIM-2 inhibitor 4.3, UBC9 SUMO inh 7, M18AAP inhibitor 2, IDE inh 1, pCIP destab 5, HCV NS3 hel inh 14 and IMP-1 inh -2.1.
O=C(c1cccs1)N(C(=O)c1cccs1)c1ccccn1 was read as FID counter 0, IDE act 6, VIM-2 inhibitor -3.1, UBC9 SUMO inh 5, M18AAP inhibitor 7, IDE inh 3, pCIP destab -11, HCV NS3 hel inh -7 and IMP-1 inh -1.2.
COc1cccc(N2CCN(C(=O)C3CCCN(S(=O)(=O)c4ccc5c(c4)oc(=O)n5C)C3)CC2)c1 (configuration not stated) was read as FID counter -50, IDE act 1, VIM-2 inhibitor -1.3, UBC9 SUMO inh 4, M18AAP inhibitor 1, IDE inh -1, pCIP destab -14, HCV NS3 hel inh -8 and IMP-1 inh 0.9.
Screening O=C(O)CC/C(=N/Nc1ccc([N+](=O)[O-])cc1)C(=O)O returned FID counter 4, IDE act 6, VIM-2 inhibitor -5.1, UBC9 SUMO inh 9, M18AAP inhibitor 12, IDE inh 4, pCIP destab -6, HCV NS3 hel inh -4 and IMP-1 inh -4.8.
For CSc1ccc(CCNC(=O)C2CCCN(c3ncnc4c3nc3n4CCCCC3)C2)cc1 (configuration not stated) the results were FID counter -76, IDE act 3, VIM-2 inhibitor 0.7, UBC9 SUMO inh 13, M18AAP inhibitor -14, IDE inh 5, pCIP destab -14, HCV NS3 hel inh -11 and IMP-1 inh -0.1.
Screening CC(C)NC(=O)CN1CCC(O)(c2ccccc2)CC1 returned FID counter 9, IDE act 5, VIM-2 inhibitor -1.0, UBC9 SUMO inh -19, M18AAP inhibitor 1, IDE inh 3, pCIP destab 7, HCV NS3 hel inh 6 and IMP-1 inh -3.8.
Screening CCOc1cc2[nH]c(=O)n(CCCC(=O)N(C)Cc3ccccc3)c(=O)c2cc1OCC returned FID counter -35, IDE act 1, VIM-2 inhibitor -0.1, UBC9 SUMO inh -4, M18AAP inhibitor -2, IDE inh 4, pCIP destab 0, HCV NS3 hel inh 0 and IMP-1 inh -3.2.
